Source: PubChem BioAssay
ALDH1A1 block = ALDH1A1 (human) enzyme inhibition; P00352; Purified ALDH1A1, NADH fluorescence, propionaldehyde substrate; 220,000 tested, 7.3% active; Potency, µM (highest dose often 75.3 µM), inactives show top-dose activity, negative = inhibition, hits mostly inhibitors; active means well fitted inhibition curve with a large enough effect, not every such curve was filed as active; inconclusive means small, poorly fitted or top-dose-only effect, or another doubt; inactive means no such curve, though single readings can be large or run the other way;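 further: plate controls were no enzyme wells and a reference inhibitor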
aGal spleen mod = inhibitors or activators of human alpha-galactosidase in spleen homogenate | P06280 | human spleen homogenate, 4MU-alpha-Gal fluorescence, 40 min | Potency, µM (series often up to 80 µM), without a hit: at the highest dose activity change, negative = inhibition, actives largely listed as inhibitors | 240,000 tested, 0.008% active | AID 2107;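 further: 0% = enzyme with vehicle and -100% = no enzyme basal signal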
Target sequence (P06280 32-429 limits assumed): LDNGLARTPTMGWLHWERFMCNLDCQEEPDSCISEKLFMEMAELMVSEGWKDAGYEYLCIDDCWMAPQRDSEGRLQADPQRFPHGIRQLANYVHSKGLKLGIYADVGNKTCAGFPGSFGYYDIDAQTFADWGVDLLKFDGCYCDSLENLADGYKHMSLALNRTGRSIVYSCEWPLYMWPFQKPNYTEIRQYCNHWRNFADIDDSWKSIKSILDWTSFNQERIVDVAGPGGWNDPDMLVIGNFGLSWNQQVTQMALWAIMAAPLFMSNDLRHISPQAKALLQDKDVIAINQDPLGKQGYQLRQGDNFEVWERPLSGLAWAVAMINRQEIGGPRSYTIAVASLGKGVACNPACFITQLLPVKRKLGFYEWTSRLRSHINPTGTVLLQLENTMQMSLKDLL
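qHTS titration in buffer at pH 5.0. Alpha-galactosidase activity in spleen homogenate was measured via 4-methylumbelliferone release from 1 mM fluorogenic substrate after 40 min at 37C and a pH 10 stop. AC50 came from Hill fits of control-normalized data.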
GAA glycogen mod = inhibitors or activators of human alpha-glucosidase glycogen cleavage. P10253. recombinant GAA, glycogen substrate, Amplex Red glucose oxidase fluorescence. Potency, µM (titrated, usually from 76.4 µM), for the others: at the highest dose activity change, negative = inhibition, most hits filed as inhibitors. 300,000 tested, 0.38% active;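 further: 0% = full enzyme reaction and -100% = no-enzyme basal signal; the screen sought inhibitors and activators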
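Recombinant human alpha-glucosidase (4 nM final) hydrolysed bovine liver glycogen (30 ug) for 40 min at 37 C in pH 5.0 citrate/phosphate with 0.01% Tween-20. Released glucose detected by glucose oxidase/Amplex Red, Ex 573/Em 610 nm. Compounds up to 77 uM; AC50 from Hill fits.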
GAA inhib = alpha-glucosidase (human) inhibition | P10253 | purified human GAA, 4-MU-alpha-glucoside fluorescence | Potency, µM (titrated, usually from 76.9 µM), inactives show top-dose activity change, negative = inhibition, most hits filed as inhibitors | 200,000 tested, 0.005% active | AID 1466;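 further: plate controls were uninhibited enzyme wells for no effect and no-enzyme background for full effect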
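qHTS format, compound range up to 77 uM. Human lysosomal enzyme at 4 nM, 400 uM 4-MU glucoside substrate, pH 5.0, 20 min room temperature; fluorescence after alkaline stop gives activity normalized to controls.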
GoLoco inh red = blocks human Gai1 binding to RGS12 GoLoco peptide, red readout; P63096; Gai1:RGS12 GoLoco peptide FP, rhodamine, 10 min; Potency, µM (doses to about 61.6 µM), inactives show top-dose activity, negative = inhibition, usual class: inhibitors; 230,000 tested, 0.44% active; active means well fitted inhibition curve with a large enough effect, not every such curve was filed as active; inactive means no such curve, though single readings can be large or run the other way; further: on the % scale 0 is the no-effect control and ±100 the full control effect; nearly all actives have a fitted effect of over 30% in size; many of its hits are not listed in these tables
Target sequence (P63096 whole entry, looked up): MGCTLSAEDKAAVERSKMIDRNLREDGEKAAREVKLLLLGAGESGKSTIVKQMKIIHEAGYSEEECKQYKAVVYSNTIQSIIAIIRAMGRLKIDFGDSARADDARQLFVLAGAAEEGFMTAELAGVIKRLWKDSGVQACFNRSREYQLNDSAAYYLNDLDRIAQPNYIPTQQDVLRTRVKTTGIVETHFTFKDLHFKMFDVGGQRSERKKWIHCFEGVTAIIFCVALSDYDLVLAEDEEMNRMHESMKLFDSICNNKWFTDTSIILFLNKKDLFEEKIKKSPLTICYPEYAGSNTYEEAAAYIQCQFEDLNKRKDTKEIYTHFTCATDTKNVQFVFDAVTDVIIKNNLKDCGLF
aGlu spleen mod = inhibits or activates alpha-glucosidase in human spleen homogenate; P10253; human spleen homogenate, 4-MU-alpha-glucoside fluorescence; Potency, µM (top dose mostly 79.9 µM), without a hit: at the highest dose activity change, negative = inhibition, actives largely listed as inhibitors; 240,000 tested, 0.006% active; AID 2112;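 further: 0% = enzyme with vehicle and -100% = no enzyme basal signal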
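Human spleen homogenate (1 ug) incubated with compounds and 1 mM 4-methylumbelliferyl-alpha-D-glucopyranoside in pH 5.0 citrate/phosphate buffer, 37 C, 40 min. Stopped at pH 10; 4-MU fluorescence (Ex 365/Em 440 nm); AC50 by Hill fit.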
JMJD2E inh = JMJD2E (human) inhibition | AID 2147 | 230,000 tested, 1.6% active | B2RXH2 | JMJD2E catalytic domain, FDH-coupled NADH fluorescence (FDH is formaldehyde dehydrogenase) | Potency, µM (highest dose often 57.1 µM), without a hit: top-dose activity change, negative = inhibition, actives largely listed as inhibitors; active means well fitted inhibition curve with a large enough effect, not every such curve was filed as active; inconclusive means small, poorly fitted or top-dose-only effect, or another doubt; inactive means no such curve, though single readings can be large or run the other way;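 further: 0% = wells with enzyme and -100% = buffer wells without enzyme; nearly all actives have a fitted effect of over 50% in size; many of its hits are not listed in these tables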
Target sequence (B2RXH2 1-337 limits assumed): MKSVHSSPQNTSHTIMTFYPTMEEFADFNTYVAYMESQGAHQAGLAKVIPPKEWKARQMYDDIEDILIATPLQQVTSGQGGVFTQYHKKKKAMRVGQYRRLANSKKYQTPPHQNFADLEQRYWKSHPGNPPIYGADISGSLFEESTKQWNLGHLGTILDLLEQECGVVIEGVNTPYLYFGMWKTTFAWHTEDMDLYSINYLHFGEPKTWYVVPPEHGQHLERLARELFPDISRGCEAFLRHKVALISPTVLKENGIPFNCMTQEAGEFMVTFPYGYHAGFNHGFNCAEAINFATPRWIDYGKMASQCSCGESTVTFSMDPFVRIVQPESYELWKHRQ
SMN2 splice up = SMN2 splice variant enhancement | HEK293 SMN2-luciferase splicing reporter, luminescence, 30-36 h | 210,000 tested, 2.8% active | Potency, µM (highest dose often 46.1 µM), for the others: at the top dose activity change, positive = activation, most hits filed as activators; further: % of control where 0% means no effect; nearly all actives have a fitted effect of over 55% in size
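HEK293 cells carry an SMN2 […]–luciferase reporter in which exon 7 inclusion puts luciferase in frame. Cells were plated 10-12 h before compound addition, then incubated 30-36 h at 37C. ONE-Glo luminescence was read; sodium butyrate at 4.5 mM final served as control.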
Starred values were filed as active, the others as inactive; ? = inconclusive; / = no result given; [ ] = remark or other dose. Unless noted, the call rests on the fitted dose curve; in most records, active means well fitted curve in the direction sought with a large enough effect; inconclusive means small, poorly fitted or top-dose-only effect, or another doubt; inactive means no such curve, though single readings can be large; an effect the other way counts as inactive or inconclusive. Potency means the concentration at half of the fitted maximal effect.

SMILES	ALDH1A1 block	aGal spleen mod	GAA glycogen mod	GAA inhib	GoLoco inh red	aGlu spleen mod	JMJD2E inh	SMN2 splice up
CCCN(CCC)C(=O)CSc1nc2c(sc(=S)n2-c2ccc(OCC)cc2)c(=O)[nH]1	-11%	2%	-9%	0%	3%	-17%	2%	-45%[inhibitor]
CSc1nc(Oc2ccc(F)cc2F)cc(C(F)(F)F)n1	-2%	1%	8%	-7%	5%	-6%	1%	6%
O=C(Oc1ccccc1)N(c1ccccc1)c1ccccc1	-6%	-5%	2%	-6%	1%	-16%	-5%	/
CC1CCc2cc(F)ccc2N1C(=O)CSc1nnc(-c2cccs2)n1C (configuration not stated)	-12%	?	3%	-2%	/	-23%	-4%	/
CC(=O)Nc1ccc(OC(=O)c2cc3ccccc3oc2=O)cc1	5%	-5%	0%	?	-5%	-6%	6%	-9%
CCc1cccc(NC(=S)N(CCN(C)C)C(C)c2ccncc2)c1 (configuration not stated)	/	7%	-13%	/	9%	0%	3%	/
CC1(C)CC(=O)c2c(nc(SCC(=O)Nc3nsc(-c4ccccc4)n3)c(C#N)c2-c2ccccc2)C1	?	-12%	-8%	-3%	39%[activator]	-3%	8%	11%
COc1ccccc1N1CCN(C2CC(=O)N(C)C2=O)CC1 (configuration not stated)	-4%	-5%	4%	-3%	-3%	-3%	0%	-9%
CCc1nc(N2CCCC2C(=O)O)c2oc3ccccc3c2n1 (configuration not stated)	?	0%	0%	3%	-1%	-1%	1%	14%
C/C(=N\N=C(/N)SC1CC(=O)N(c2cccc(Cl)c2)C1=O)c1cccs1 (configuration not stated)	-6%	14%	1%	?	18%	-6%	0%	-1%
CC(C)NC(=O)c1ccccc1NC(=O)Cc1ccc([N+](=O)[O-])cc1	?	5%	-9%	3%	3%	-2%	-11%	-2%
Cc1ccc2nc(/C(C#N)=C\c3ccc(Oc4ccc(C(F)(F)F)cc4[N+](=O)[O-])cc3)[nH]c2c1	12%	2%	11%	-8%	26%	-5%	-10%	-7%[1.84 µM]
COc1ccc(/C=N/Nc2nonc2N)c(OC)c1	8%	-11%	35µM*	-2%	-8%	3%	2%	12%
O=C(O)c1cc(N/N=C2/CC(c3ccccc3)Oc3ccccc32)ccc1Cl (configuration not stated)	?	12%	?	?	-17%	1%	?	-3%[1.84 µM]
CCN1CCN(C(=O)c2oc(=O)c3ccccc3c2-c2ccc(C)cc2)CC1	?	0%	-1%	1%	9%	-7%	4%	14%
CCn1ncc(Br)c1C(=O)Nc1ccc2c(c1)OCCO2	-2%	-1%	-1%	-3%	8%	-1%	0%	47%
O=C(CSc1nnc(-c2cccnc2)n1Cc1ccco1)NCc1ccc2c(c1)OCO2	5%	10%	9%	-3%	3%	4%	1%	11%
O=C(Cn1nnc2ccccc21)OCC(=O)c1ccc(Cl)c(Cl)c1	?	3%	3%	2%	26%	0%	-12%	14%
COc1ccc([N+](=O)[O-])cc1NC(=O)CCc1ccccc1	-10%	-2%	2%	-10%	3%	8%	8%	-11%
O=C(Nc1cc(C(F)(F)F)ccc1-n1cnc2ccccc21)c1ccccc1	10%	0%	5%	0%	-10%	1%	3%	16%
CCN(CC(O)CON=C1c2ccccc2-c2ccccc21)S(=O)(=O)c1ccc(C)cc1 (configuration not stated)	-1%	-5%	0%	-6%	9%	-9%	?	-17%
COc1cccc(-c2[nH]nc3c2C(c2ccc(C)o2)C(C#N)=C(N)O3)c1 (configuration not stated)	2%	-3%	-7%	5%	-5%	-6%	-25%	13%
O=C(O)c1cc(Br)ccc1NN=C1CCCCC1	?	-2%	9%	-3%	-10%	-4%	?	-10%
COc1ccccc1N(CC(=O)Nc1c(C)cccc1C)S(C)(=O)=O	11%	-5%	-4%	3%	4%	-5%	-4%	-9%
Cc1ccc(N=C2NC(=O)/C(=C/c3cn(C)c4ccccc34)S2)cc1C	0%	-14%	-4%	-8%	143%[activator]	-1%	-4%	-11%
Further entries follow.
SMILES	ALDH1A1 block	aGal spleen mod	GAA glycogen mod	GAA inhib	GoLoco inh red	aGlu spleen mod	JMJD2E inh	SMN2 splice up
CCOC(=O)C1(Cc2ccccc2)CCN(Cc2cccn2-c2nccs2)CC1	?	-7%	12%	-9%	17%	-2%	1%	-65%[inhibitor]
CN(C)CCn1c2ccccc2c2nc3ccc([N+](=O)[O-])cc3cc21	/	-7%	-4%	/	0%	-4%	3%	/
Cc1sc2ncnc(NC3CCN(Cc4ccccc4)CC3)c2c1C	2%	-6%	22%	9%	8%	-1%	7%	-83%[inhibitor]
CNC(=S)N/N=C/c1ccc2c(c1)OCCO2	?	7%	-13%	14%	2%	1%	0%	2%
COc1ccc(/C=C/C(=O)Nc2ccc(OC)cc2[N+](=O)[O-])cc1	9%	-5%	12%	1%	12%	-4%	3%	2%
O=c1[nH]c(SCCN2CCOCC2)nc(O)c1-c1ccccc1	/	2%	9%	/	9%	-1%	4%	/
O=C(OCc1cc2ccccc2[nH]c1=O)c1ccccc1	-8%	-7%	8%	2%	5%	-8%	-10%	-13%
O=C(CCCCCN1C(=O)CCC1=O)Nc1ccc2c(c1)OCO2	?	0%	1%	5%	4%	-8%	6%	-13%
Cc1ccc(NNS(=O)(=O)c2ccc(C)cc2)cc1	6.3µM*	10%	-16%	1%	-42%	3%	18µM*	-13%
Cc1ccc(NC(=O)CN(C)C(=O)c2ccc(S(=O)(=O)N(C)c3ccccc3)cc2)cc1	3%	1%	3%	-7%	-23%	2%	0%	-2%
CCCC(=O)Nc1nc2ccc(OC)cc2s1	-2%	-4%	-4%	-7%	3%	1%	-2%	10µM*
CCCCNS(=O)(=O)c1ccc(NC(=O)C2CCCO2)cc1 (configuration not stated)	5%	-11%	-2%	5%	4%	-1%	-2%	-34%[inhibitor]
O=C(Cn1nnc2ccccc21)c1ccc(Cl)cc1	/	2%	7%	/	16%	9%	6%	/
O=C(Nc1cc(Cl)ccc1O)C1CCCO1 (configuration not stated)	-1%	-2%	-11%	-3%	0%	-12%	-2%	-20%
Cc1ccc(C(=O)c2cc([N+](=O)[O-])ccc2N2CC(C)OC(C)C2)cc1 (configuration not stated)	?	1%	10%	-2%	-6%	-3%	5%	-4%
O=C(CCSc1ccccc1)NCCSCc1ccccc1	?	0%	-2%	3%	-5%	-2%	5%	6%
COc1ccnc(CSC(N)=Nc2ccccc2C(F)(F)F)c1	-3%	6%	11%	-8%	3%	-5%	-5%	-3%
CC(C)C1Oc2ccccc2N(CC(=O)NCCCN2C(C)CCCC2C)C1=O (configuration not stated)	7%	1%	5%	1%	8%	-6%	1%	13%
COC(=O)C1=C(C(=O)OC)N2C=CC=CC2(C)C(C(=O)OC)=C1C(=O)OC (configuration not stated)	-7%	6%	8%	0%	-13%	0%	-1%	26%
COc1ccc(N2CCN(C(=O)Nc3ccccc3C)CC2)cc1	-4%	0%	0%	5%	3%	1%	-1%	6%
CC(C)(C)c1ccc(CN2C3=NCCCN3c3ccccc32)cc1	-9%	-8%	2%	0%	12%	-18%	0%	-10%
CCOC(=O)c1cc2c(=O)n3ccccc3nc2n(CC(C)C)c1=NC(=O)c1ccco1	?	?	1%	?	4%	11%	?	-6%
O=C(Nc1ccc2c(c1)OCO2)c1cc(-c2cccnc2)nc2ccccc12	7.9µM*	1%	-2%	1%	5%	5%	-8%	-5%
O=c1[nH]cnc2sc3c(c12)CCCCC3	-5%	3%	5%	?	8%	1%	1%	9%
COC(=O)CC1C(=O)NCCN1C(=S)NC(=O)C(c1ccccc1)c1ccccc1 (configuration not stated)	-8%	-5%	10%	2%	7%	-6%	?	6%

Already shown: five of the compounds above.
SMILES	ALDH1A1 block	aGal spleen mod	GAA glycogen mod	GAA inhib	GoLoco inh red	aGlu spleen mod	JMJD2E inh	SMN2 splice up
O=C(O)c1cc(Br)ccc1NN=C1CCCCC1	?	-2%	9%	-3%	-10%	-4%	?	-10%
COc1ccccc1N(CC(=O)Nc1c(C)cccc1C)S(C)(=O)=O	11%	-5%	-4%	3%	4%	-5%	-4%	-9%
Cc1ccc(N=C2NC(=O)/C(=C/c3cn(C)c4ccccc34)S2)cc1C	0%	-14%	-4%	-8%	143%[activator]	-1%	-4%	-11%
CCOC(=O)C1(Cc2ccccc2)CCN(Cc2cccn2-c2nccs2)CC1	?	-7%	12%	-9%	17%	-2%	1%	-65%[inhibitor]
CN(C)CCn1c2ccccc2c2nc3ccc([N+](=O)[O-])cc3cc21	/	-7%	-4%	/	0%	-4%	3%	/

Carrying on:
SMILES	ALDH1A1 block	aGal spleen mod	GAA glycogen mod	GAA inhib	GoLoco inh red	aGlu spleen mod	JMJD2E inh	SMN2 splice up
CCN1CCc2nc(NC(=O)c3ccccc3)sc2C1	-5%	2%	?	-8%	8%	-1%	-30%	10%
CCOc1ccc(C(CC(=O)O)NC(=O)c2ccco2)cc1OC (configuration not stated)	9%	-7%	7%	1%	4%	-4%	-3%	21%
O=C(CCCC(=O)N1CCCc2ccccc21)N1CCCc2ccccc21	-15%	2%	-13%	-1%[15.4 µM]	-5%	-1%	-3%	-15%
Cc1cc(Cl)ccc1OCCCC(=O)N1CCCCC1	-14%	-10%	7%	-2%	5%	-1%	0%	5%
O=C1CCCC/C1=C/Nc1ccc(S(=O)(=O)Nc2ncccn2)cc1	22µM*	1%	7%	-10%	1%	-5%	-5%	-10%
COc1nccc(C(F)(F)F)c1C(=O)NC(=O)Nc1c(C)cccc1C	13%	2%	7%	-2%	2%	1%	7%	/
CCOc1cc(C2c3c(oc4cc(C)c(Cl)cc4c3=O)C(=O)N2Cc2ccco2)ccc1O (configuration not stated)	4%	11%	10%	0%	0%	3%	1%	11%
Cn1c(=O)c2cnc(-c3ccc(C(F)(F)F)cc3)nc2n(C)c1=O	6%	6%	8%	-2%	-4%	0%	7%	/
O=C(Nc1ccc(NC(=O)c2ccco2)nc1)c1cccnc1	4%	0%	0%	-5%	4%	2%	5%	11µM*
CN(C)CC(O)COc1ccc(-c2ccc(C#N)cc2)cc1 (configuration not stated)	?	4%	4%	-5%	5%	-4%	85%	-1%

An excerpt. The share of hits here may be higher or lower than overall.
